Compound activity (PubChem BioAssay)
5HT1E antag: 5-HT1E (human) receptor antagonism | P28566 | CHO 5-HT1E Ga15 NFAT-bla reporter, FRET, antagonist | inhibition, % at 6 µM | hit rate 0.99% among 65,000;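 active = inhibition above a set limit, the mean inhibition across every tested compound plus 3 SD, cut at about 29% in these data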;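 note: signal is the 460 over 535 nm emission ratio of beta-lactamase substrate; 0% = agonist plus DMSO wells and 100% = wells without agonist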
Target sequence (P28566 whole entry, looked up): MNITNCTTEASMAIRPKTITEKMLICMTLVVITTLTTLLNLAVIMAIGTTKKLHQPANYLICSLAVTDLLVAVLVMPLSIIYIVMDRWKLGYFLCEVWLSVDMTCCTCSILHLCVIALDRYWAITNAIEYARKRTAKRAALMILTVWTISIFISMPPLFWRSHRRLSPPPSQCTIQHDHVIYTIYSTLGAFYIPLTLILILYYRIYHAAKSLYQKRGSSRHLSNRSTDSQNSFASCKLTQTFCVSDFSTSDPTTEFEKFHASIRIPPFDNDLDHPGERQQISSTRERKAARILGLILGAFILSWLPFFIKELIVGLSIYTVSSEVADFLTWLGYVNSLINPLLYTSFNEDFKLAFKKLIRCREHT
MMP-13 inhibitor: blocks human MMP13 activity. AID 570. MMP-13 fTHP FRET cleavage, Mca fluorescence. inhibition, % at 4 µM. hit rate 0.07% among 65,000;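 active = inhibition above the mean of compound-free control plate wells plus 3 SD, cut at about 14% in these data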;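 note: 0% = DMSO wells and 100% = wells with reference MMP-13 inhibitor after basal subtraction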
Autofluor 339: intrinsic fluorescence of library compounds, ex339/em460 – biochemical, MLSMR library, data from DPM-DC assay, artefact control, profiling panel | hit rate 5.5% among 65,000 | fluorescence fold increase at 10 µM | compound autofluorescence, ex339/em460 nm, NADH buffer; stronger effect = higher value; 1 = no-compound wells, NADH background;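 active = at 10 µM, mean starting fluorescence two-fold or more over control wells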;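 note: signal is the first read of a kinetic run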
5HT1E ag: activates the human 5-HT1E serotonin receptor | activation, % at 6 µM | P28566 | AID 574 | CHO 5-HT1E Ga15 NFAT-bla reporter, FRET; 0% DMSO wells, 100% control agonist wells | hit rate 0.69% among 65,000;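 active = activation above a set limit, the screen-wide mean activation plus 3 SD, cut at about 8.5% in these data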;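 note: 100% = positive control agonist at 1 µM giving full maximal response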
S1P3 ag: S1P3 (human) receptor agonism; activation, % at 4.5 µM; Q99500; hit rate 0.1% among 60,000; AID 373; S1P3 NFAT-BLA reporter cells, FRET ratio; relative to 1 µM S1P, basal subtracted;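 active = activation above the screen-wide mean plus 3 SD, cut at about 4.5% in these data, passing the limit was not always enough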; note: some compounds called inactive have numbers as strong as hits
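Assay system: stable CHO line with human S1P3, Gα16, NFAT-BLA reporter; Detection: FRET β-lactamase substrate fluorescence, excitation 405 nm, 460/535 nm emission ratio, background-subtracted; Read-out: percent activation versus median 1 µM S1P response, basal-subtracted, per plate; Incubation: cells plated overnight, compound 4 h 37 °C, substrate 2 h RT.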
S1P1 ag-PAM: S1P1 (human) agonism or agonism potentiation; activation, % at 9.5 µM; S1P1 CRE-bla cells, forskolin, beta-lactamase FRET, potentiator mode; S1P1 agonist co-added at EC20, 2 nM; 100% = saturating reference agonist, 0% = basal; hit rate 0.57% among 56,000; AID 449;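 active = activation above a cutoff set at the mean activation of all tested compounds plus 3 SD, cut at about 54% in these data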;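 note: forskolin at 4 µM as EC80 and the EC20 agonist is SEW2871; 100% = SEW2871 at its EC100 plus forskolin at EC80; some compounds past the cut are filed as inactive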
Abs 340nm: compound absorbs light at 340 nm; compound absorbance at 340 nm, fold over control; fold change at 10 µM; 65,000 tested, under 10 active; AID 708;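 active = at 10 µM dose, initial 340 nm absorbance at least 2 fold that of control wells; inactive = change under 2 fold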;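 note: initial absorbance extrapolated from kinetic A340 decline of NADH oxidation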
Her2 expr inh: inhibitors of human Her2 kinase expression | P04626 | SKBR-3 HER2 protein level, AlphaScreen, 18-24 h; stronger effect = lower value | HER2 level % of control, % at 10 µM | hit rate 0.69% among 65,000 | AID 645;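 active = HER2 level under 5% of the carrier-only control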;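 note: 100% = DMSO carrier and 0% = 500 nM PU-H71 HSP90 inhibitor; lower value means stronger loss of Her2 protein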
5-HT1A blocker: antagonists of human 5-HT1a serotonin receptor; P08908; CHO 5-HT1a Ga15 NFAT-bla reporter, antagonist mode; inhibition, % at 10 µM; hit rate 0.68% among 62,000;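 active = inhibition above the mean of all tested compounds plus 3 SD, cut at about 43% in these data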;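 note: receptor stimulated by 5-CT agonist at 100 nM near EC80; beta-lactamase reporter measured by ratiometric fluorescence of a cleavable substrate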
Target sequence (P08908 whole entry, looked up): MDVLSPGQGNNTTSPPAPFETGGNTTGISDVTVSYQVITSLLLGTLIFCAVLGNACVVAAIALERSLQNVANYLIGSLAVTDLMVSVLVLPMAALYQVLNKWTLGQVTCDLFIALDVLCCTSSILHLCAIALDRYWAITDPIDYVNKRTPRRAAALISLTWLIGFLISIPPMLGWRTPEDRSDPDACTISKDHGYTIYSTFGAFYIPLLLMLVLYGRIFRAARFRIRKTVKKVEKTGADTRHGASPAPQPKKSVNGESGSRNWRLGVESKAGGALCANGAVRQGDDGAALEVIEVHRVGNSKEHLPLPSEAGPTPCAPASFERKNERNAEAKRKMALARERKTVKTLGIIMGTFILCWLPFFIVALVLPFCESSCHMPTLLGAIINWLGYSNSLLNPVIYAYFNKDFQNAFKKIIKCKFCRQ
The depositor's hits bear a star; / = no result given; [ ] = dose if it differs, or a comment.

SMILES	5HT1E antag	MMP-13 inhibitor	Autofluor 339	5HT1E ag	S1P3 ag	S1P1 ag-PAM	Abs 340nm	Her2 expr inh	5-HT1A blocker
CCCCn1c(NC(=O)CC)c(C#N)c2nc3ccccc3nc21	6	-56[fluorescence artefact?]	3*	3.0	0.4	-1	1	61	11
Cc1cccc(NC(=O)C2CC(O)CN2C(=O)OCc2ccccc2)c1 (configuration not stated)	-9	2	1.1	-0.1	-0.7	-6	1	77	4
Cc1ccc(S(=O)(=O)N2CCC(C(=O)Nc3ccccc3N3CCCCC3)CC2)cc1	-9	-4	1	-1.1	-1.0	-18	0.99	102	-10
Cc1cc(C(=O)COc2nncc3ccccc23)c(C)n1C	-13	6	1.1	0.6	-0.4	-14	1.1	111	14
O=c1[nH]c(CN(CCO)CCO)nc2c1C1(CCCCC1)Cc1ccccc1-2	1	0	1.1	-0.6	-1.4	-17	1	96	/
CCS(=O)(=O)NCC(c1cccnc1)N1CCN(c2ccccc2F)CC1 (configuration not stated)	-9	-6	1.1	0.1	-0.8	-10	1	76	3
CCOC(=O)c1ccc(NC(=O)c2c(C)[nH]c(C(=O)OCC)c2C)cc1	5	3	1.1	-0.5	-0.8	24	0.97	82	21
CCCCn1c(Cl)nc2c1c(=O)n(C)c(=O)n2C	-3	6	1.1	0.3	-0.7	0	1	92	-5
CCn1cc(C(=O)N2CCCc3ccccc32)c2cc(OC)c(OC)cc2c1=O	15	0	1	0.2	/	/	1.1	88	-17
Cc1cc(OCC(O)CN(CCO)CCO)ccc1Cl (configuration not stated)	-1	3	1	0.1	-0.2	-22	0.97	146	-1
Cc1ccc(-n2ncc3c(=O)n(CC(=O)NC4CCCCC4)cnc32)cc1C	11	-5	1.1	-0.2	-0.7	-34	0.99	86	-11
CCOC(=O)c1sc(=S)n(-c2ccc3c(c2)OCO3)c1N	3	-1	1.1	-0.4	/	/	1.1	95	1
COc1cc2c(cc1OC)C1=C(C#N)CN(CC(=O)O)CN1CC2	33*	-17	1.1	-0.9	-0.5	-31	1.2	122	5
CN(C)c1nc(N)nc(Cn2ccnc2)n1	3	-7	1.1	0.0	-1.5	-12	1.1	134	9
CC(C)Cn1c(N)c(C(=O)NCCN2CCOCC2)c2nc3ccccc3nc21	-2	-127[fluorescence artefact?]	2.9*	2.0	2.5	-33	0.99	70	6
O=C(CC1SC2=NCCN2C1=O)Nc1ccc(Cl)cc1 (configuration not stated)	-3	3	1	-0.9	-0.4	/	1	99	-3
CCOC(=O)N1CCC2(O)CCCCC2C1c1ccc(F)cc1 (configuration not stated)	-3	0	1	-0.4	-0.3	-1	0.99	83	-11
C#CCOC(=O)c1ccccc1C(=O)n1nnc2ccccc21	10	-6	1.1	0.7	-1.3	39	1	92	24
COc1ccc(C(=O)Nc2c(N)nc(SCC(=O)N3CCC(C)CC3)[nH]c2=O)cc1OC	4	-4	1	0.7	0.9	3	1	104	0
CCCOC(=O)c1cc2ccccc2oc1=O	3	-4	1.5	-0.8	0.0	-2	1.1	88	-3
Cc1ccc(C(=O)CC2(O)C(=O)N(CCc3ccccc3)c3ccc(Br)cc32)o1 (configuration not stated)	5	-1	1.1	-0.8	-1.5	18	1.1	100	16
O=C(NCc1n[nH]c(=S)n1-c1ccc(F)cc1)c1ccco1	-8	0	1.2	0.5	/	/	0.99	102	2
CC(=O)c1cn(CC(=O)NCc2ccc3c(c2)OCO3)c2ccccc12	5	1	1	-0.3	-0.5	34	0.99	80	2
Cc1[nH]n2c(=O)cc(C(C)(C)C)nc2c1-c1ccccc1	-9	-44[fluorescence artefact?]	2.3*	-0.5	0.3	7	1	107	18
COc1ccc(NC(=O)CN2CCN(c3ccc(Cl)cc3)CC2)c(OC)c1	3	6	1.1	-0.1	-0.6	-3	0.98	90	-2
Cc1ccccc1NC(=O)C1CC(=O)N(c2ccccc2F)C1 (configuration not stated)	-8	-2	1	-0.1	-0.8	-8	0.98	98	-3
Cc1cc(NC(=O)CCC(=O)N(Cc2cccs2)C(C(=O)NC2CCCC2)c2ccncc2)no1 (configuration not stated)	2	4	1.1	-1.3	-0.6	-4	1	100	16
COC(=O)c1ccc(Cl)c(NC(=O)NC2CCCCC2)c1	-4	1	1.1	-0.7	-0.7	/	1	91	5
Cn1c(=O)c2c(nc(NCc3ccc4c(c3)OCO4)n2Cc2ccccc2F)n(C)c1=O	10	-3	1	-1.3	-4.9	-2	0.98	124	/
CCC(C)NC(=O)CCS(=O)(=O)c1ccc2c(c1)n(C)c(=O)c(=O)n2C (configuration not stated)	7	-12	1.4	0.5	-0.6	-24	1.1	105	12
CC(C)OP(=O)(c1ccc(N(C)C)cc1)C(O)c1ccccc1F (configuration not stated)	4	-4	1	-1.1	-2.0	-6	0.99	97	6
CCC(C)(C)NC(=O)CN(CC1CCCO1)C(=O)CCC(=O)Nc1nccs1 (configuration not stated)	-9	-2	1.1	0.3	-0.3	3	1	109	-1
O=C(CCn1cccc1)Nc1nccs1	-1	1	1.1	-0.6	-0.5	-19	0.99	98	-8
Cc1nc(SCC(=O)Nn2c(-c3ccccc3)nc3ccccc3c2=O)n[nH]1	2	0	1.1	5.6	-0.2	/	1	/	-7
CC1CCc2cc(F)cc3c(O)c(C(=O)NCC4CCCO4)c(=O)n1c23 (configuration not stated)	2	-4	1.3	-0.5	-2.0	-31	1	52	/
Cc1nc(-c2ccccc2)sc1C(N)=O	3	1	1	1.1	-0.5	/	1	51	-12
Cc1ccc(N2CC(C(=O)OCc3ccccc3)CC2=O)cc1 (configuration not stated)	-4	-9	1.1	0.0	-1.5	-21	1	118	3
C#CCN(C#N)c1nc(NCC)nc(NC(C)C)n1	27	4	1.1	1.1	-0.6	-21	1	101	-1
C=CCOC(=O)C1=C(C)NC(=O)NC1c1ccc(OC(=O)c2ccco2)c(OC)c1 (configuration not stated)	-5	6	1.1	0.7	-0.9	-8	0.99	92	-2
O=C(CN1C(=O)NC2(CCc3ccccc32)C1=O)c1ccc2c(c1)OCCO2 (configuration not stated)	-1	3	1.2	1.4	0.4	-7	1	73	-8
Cn1c(SCC(=O)N2CCOCC2)nc2sc3c(c2c1=O)CCCC3	4	2	1.2	0.3	-1.0	-16	1.1	101	-20
COc1cc(NS(C)(=O)=O)c(OC)cc1NC(=O)c1cccc(F)c1	0	1	1.1	0.5	-0.6	-8	0.99	85	0
C=C(C)CSc1nnc2[nH]c(=O)cc(N)n12	-3	0	1	1.4	-0.7	11	0.96	108	-13
O=S(=O)(Nc1ccc2c(c1)OCCO2)c1cccc2nsnc12	0	1	1.1	-0.1	3.6	-6	1	77	-6
Cc1cc(C)nc(NC(=O)CCCC(=O)O)c1	-3	-6	1.1	-1.2	0.8	-3	1	77	-7
CCOC(=O)N1CCN(C(=O)CN(Cc2ccccc2)S(C)(=O)=O)CC1	9	4	0.91	-0.8	-1.1	/	1	82	4
O=C(NC1CCCCC1)NC1CCN(CC(=O)N2CCOCC2)CC1	-3	-1	1	-0.8	-0.1	-13	1	94	-8
Cc1cccn2c(=O)c(C=Nc3ccc(Cl)cc3)c(NCCO)nc12	26	-43	2.7*	-0.5	-1.3	6	1.1	81	-3

Individual results from above.
`C=C(C)CSc1nnc2[nH]c(=O)cc(N)n12` in Abs 340nm = 0.96
`Cc1cccn2c(=O)c(C=Nc3ccc(Cl)cc3)c(NCCO)nc12` in 5HT1E antag = 26

Further results
SMILES	5HT1E antag	MMP-13 inhibitor	Autofluor 339	5HT1E ag	S1P3 ag	S1P1 ag-PAM	Abs 340nm	Her2 expr inh	5-HT1A blocker
C=C1C(C(=O)N2CCN(C)CC2)C1C(=O)N1CCN(C)CC1 (configuration not stated)	-4	2	1.1	-0.9	0.4	2	1	97	-6
CCC(=O)N1c2ccc(S(=O)(=O)CCC(=O)NCCC3=CCCCC3)cc2CC1C (configuration not stated)	-4	4	1.1	-0.3	1.0	-20	0.97	130	-9
O=C(CSc1nc(O)c(C2CCCCC2)c(=O)[nH]1)Nc1ccc(Cl)cc1	9	8	1.1	1.1	-1.2	21	0.99	94	-6
Cc1ccccc1-n1nc2c(c1NC(=O)c1cc3ccccc3oc1=O)CS(=O)C2 (configuration not stated)	14	-4	0.97	-0.8	1.0	-38	1.1	85	-10
Cc1cc(NC(=O)CSCc2nc(-c3cccc(Cl)c3)oc2C)no1	-2	-1	1.1	-0.5	0.3	13	1	84	14
CCCS(=O)(=O)N1CCC(C(=O)NCCc2ccc(OC)c(OC)c2)CC1	3	0	1.1	0.6	-1.5	-28	1	116	-8
Cn1ncc(C#N)c1/N=C/N(Cc1ccccc1)Cc1ccccc1	10	3	1.1	-0.4	-1.1	-13	1	87	39
CCOC(=O)C1=C(N)OC2=C(C(=O)CCC2)C1c1ccco1 (configuration not stated)	5	1	1.1	0.2	-0.1	4	1	94	16
O=c1c(-c2ccccc2)c(O)c2cccc3c2n1CCC3	2	-1	1.4	-0.8	-0.1	-11	1.1	107	3
O=C(c1noc2c1CCCC2)N1CCCCC1	9	-4	0.67	0.5	0.5	1	0.99	92	-2
CCn1c(COc2cccc3ccccc23)nnc1SCC(N)=O	-4	2	0.98	0.7	-0.3	-16	0.99	100	-6
Cc1cccc2c1NC(C)CC2C (configuration not stated)	-5	-2	1.1	0.2	-2.4	16	1	107	/
COC(=O)c1c(NC(=O)c2c(C)noc2C)sc2c1CCCCCC2	6	0	3.4*	-0.1	-0.8	16	1.1	79	0
COc1ccc(C2C(C(=O)O)CC(=O)N2c2ccc(OC)cc2)cc1 (configuration not stated)	-4	-3	1.1	-0.1	-1.3	-9	1	108	2
CCOc1ccc(N(CC(=O)NCc2ccco2)S(=O)(=O)c2ccc(OC)c(OC)c2)cc1	-4	2	1	-1.4	-1.0	-12	1	89	0
CC1OC2C(OC1C)N(S(C)(=O)=O)CCN2S(C)(=O)=O (configuration not stated)	3	2	1.1	-0.7	-1.1	-19	1	106	0
CCCn1nc(CC(=O)O)c2ccccc2c1=O	-5	2	1	-0.2	-0.9	8	0.98	136	3
CCOC(=O)N1CCC(NCCNC(=O)c2cccs2)CC1	-7	0	1	-0.4	/	/	1	75	12
O=C(CN1CCN(c2nc(-c3ccccc3)cs2)CC1)Nc1ccc2c(c1)OCO2	2	-10	1.1	-0.1	0.7	29	1	81	2
CCCCNC(=O)C(C#N)c1nc2ccccc2nc1N1CCCC1 (configuration not stated)	-7	-4	1.7	1.1	-0.4	-22	1	77	-5
COc1ccc(CCNC(=O)c2oc3ccc(S(=O)(=O)N4CCOCC4)cc3c2C)cc1OC	3	-2	1.1	0.7	/	/	1.1	222	-11
Cc1nnc(C)n1/N=C/c1cc(Br)cc(Br)c1O	-13	-4	1.1	0.0	-2.1	26	0.99	113	/
C=CCn1c(SCC(=O)c2ccccc2)nnc1-c1cc2ccccc2o1	2	-2	1.1	0.6	0.4	6	1	80	4
CC1(C)Cc2c(C#N)c(OCC(=O)c3ccc(Cl)cc3)nc(-c3ccoc3)c2CO1	-8	-3	1.3	0.6	-3.1	6	1.1	87	/
